Assay outcomes as filed in PubChem BioAssay.
GLP1R cytotox: cytotoxicity counter-screen for GLP-1 receptor inverse agonists | Potency, µM (series often up to 38.3 µM), for inactives: at the top dose activity change, negative = inhibition, most hits filed as inhibitors | actives 0.13% (n = 410,000) | AID 624418 | HEK293 cAMP-luciferase reporter cells, luminescence, 24 h;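 further: loss of luciferase light is scored as toxicity; potency means the concentration at half of the fitted maximal effect; on the % scale 0 is the no-effect control and ±100 the full control effect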
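A 23 nL compound transfer followed 12 hours of cell culture at 37 deg C; exposure then lasted 24 hr. Luciferase assay detection reagent was dispensed and plates read for luminescence after a 12 min room-temperature wait.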
IL-1B inflam inh: blocks inflammasome-driven IL-1 beta release. THP-1 LPS/ATP IL-1B secretion, AlphaLISA, 16 h; hits give low values. activity change, % at 57.5 µM. actives 4.7% (n = 360,000). AID 743279; in the data active means activity change below about -50%; inconclusive means mostly about -30% to -49%; further: on the % scale 0 is the no-effect control and ±100 the full control effect
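THP-1 cells pretreated 1 hr with compounds (up to 57.5 uM final), then stimulated with LPS (250 ng/mL final) plus ATP (1.25 mM final); secreted IL-1B measured by AlphaLISA after 16 hr, decreased signal indicating inhibition.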
KB-V1 cytotox: kills drug-selected multidrug resistant KB-V1 cells | KB-V1 MDR cells viability, CellTiter-Glo, 72 h | Potency, µM (series often up to 46.1 µM), for the others: at the highest dose activity change, negative = cytotoxicity, most hits filed as cytotoxic | actives 3.4% (n = 400,000); further: potency means the concentration at half of the fitted maximal effect; on the % scale 0 is the no-effect control and ±100 the full control effect; nearly all actives have a fitted effect of over 60% in size
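KB-V1 MDR subline cells in DMEM (phenol-red free, 10% FBS) exposed to compounds in qHTS concentration series for 72 h at 37 degrees C. Viability read by CellTiter-Glo luminescence; concentration-effect curves fitted after normalization and correction.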
D3 ag: D3 dopamine receptor (human) agonism. actives 0.58% (n = 410,000). AID 652048. max activation, %. D3R DiscoveRx beta-arrestin cells, luminescence, 90 min; in the data active means max activation above about 30%; further: 0% is about no effect; mostly tested at two doses, the higher about 12 µM
Target sequence (P35462 whole entry, looked up): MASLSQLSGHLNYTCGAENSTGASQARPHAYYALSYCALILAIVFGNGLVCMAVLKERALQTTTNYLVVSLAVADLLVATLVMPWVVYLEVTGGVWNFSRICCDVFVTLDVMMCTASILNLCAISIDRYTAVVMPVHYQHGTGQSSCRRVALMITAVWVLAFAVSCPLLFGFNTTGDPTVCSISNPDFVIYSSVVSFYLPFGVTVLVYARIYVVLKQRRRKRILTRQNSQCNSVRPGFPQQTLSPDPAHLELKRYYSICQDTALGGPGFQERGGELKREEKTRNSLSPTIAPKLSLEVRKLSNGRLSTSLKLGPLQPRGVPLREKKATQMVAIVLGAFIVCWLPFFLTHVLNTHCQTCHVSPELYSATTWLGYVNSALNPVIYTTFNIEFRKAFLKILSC
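Agonist-mode cell screen: cells plated at 1500/well and incubated overnight at 37 °C, then exposed to library compounds for 90 min at 37 °C. Detection reagent was added for 30–60 min at room temperature, and luminescence was read.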
MCF10A rereplic: inducers of DNA re-replication in MCF 10A breast cells | MCF 10A DNA re-replication, Hoechst nuclear intensity, 48 h | Potency, µM (doses to about 46.1 µM), inactives show top-dose activity, positive = re-replication, actives largely listed as activators | actives 2.9% (n = 350,000) | AID 624296; further: potency means the concentration at half of the fitted maximal effect; % of control where 0% means no effect; nearly all actives have a fitted effect of over 50% in size
HT1080 IDH1KD tx: kills HT-1080 cells with IDH1 knockdown | HT-1080 IDH1 knockdown viability, ATP luminescence, 48 h | Potency, µM (top dose mostly 46.1 µM), for inactives: top-dose activity, negative = toxicity, actives largely listed as cytotoxic | actives 2% (n = 360,000) | AID 686971;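 further: potency means the concentration at half of the fitted maximal effect; 0% = DMSO wells and -100% = cell-free medium wells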
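In this qHTS, HT-1080 cells depleted of IDH1 are exposed for 48 h at 37 °C to compound titrations. Toxicity is scored from CellTiter-Glo luminescence, with DMSO as full viability and medium alone as none.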
KB-3-1 tox: kills parental KB-3-1 adenocarcinoma cells; KB-3-1 viability, CellTiter-Glo ATP luminescence, 72 h; actives 1.4% (n = 400,000); Potency, µM (top dose mostly 46.1 µM), inactives show at the highest dose activity change, negative = cytotoxic, most hits filed as cytotoxic; AID 1347075; further: potency means the concentration at half of the fitted maximal effect; on the % scale 0 is the no-effect control and ±100 the full control effect; nearly all actives have a fitted effect of over 60% in size
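KB-3-1 cells, DMEM (no phenol red) + 10% FBS; compound by pin transfer, 72 h, 37 °C. Readout: CellTiter-Glo luminescence after 10 min. Data normalized, curve-fitted.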
SW480 rereplic: DNA re-replication induction in SW480 cells | SW480 DNA re-replication, Hoechst DNA content imaging, 48 h | Potency, µM (highest dose often 46.1 µM), for inactives: at the highest dose re-replication activation, hits mostly activators | actives 1.8% (n = 340,000) | AID 624297; further: potency means the concentration at half of the fitted maximal effect; % of control where 0% means no effect; nearly all actives have a fitted effect of over 55% in size
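Treated cells incubate 48 hr (37 C, 5% CO2), are stained 40 min with Hoechst, and nuclear fluorescence is enumerated; a rise in nuclei with high DNA signal marks re-replication.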
HT1080-NT tox: kills 2HG-producing HT-1080-NT fibrosarcoma cells; AID 686970; Potency, µM (doses to about 46.1 µM), without a hit: at the top dose activity, negative = less viability, hits mostly cytotoxic; actives 1.6% (n = 360,000); HT-1080-NT fibrosarcoma viability, CellTiter-Glo ATP luminescence, 48 h;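 further: NT is the 2HG producing partner of a matched IDH1 knockdown line; potency means the concentration at half of the fitted maximal effect; 0% = DMSO-treated cells and -100% = media-only wells without cells; nearly all actives have a fitted effect of over 55% in size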
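Toxicity toward the 2HG-producing NT line was scored as %Activity, normalised to DMSO and no-cell wells, from CellTiter-Glo luminescence after 48 hours' treatment.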
Starred values were filed as active, the others as inactive; ? = inconclusive; · = not tested or not shown; & = joins results of further samples; [ ] = remark or other dose. Unless noted, the call rests on the fitted dose curve; in most records, active means well fitted curve in the direction sought with a large enough effect; inconclusive means small, poorly fitted or top-dose-only effect, or another doubt; inactive means no such curve, though single readings can be large; an effect the other way counts as inactive or inconclusive.

canonical_smiles	GLP1R cytotox	IL-1B inflam inh	KB-V1 cytotox	D3 ag	MCF10A rereplic	HT1080 IDH1KD tx	KB-3-1 tox	SW480 rereplic	HT1080-NT tox
O=C(CN1CCN(Cc2ccccc2)CC1)NCc1ccc(Cl)cc1	1%	-6	?	0	16%	-5%	?	-8%	-19%
CCn1cc(C(=O)N2CC(C)CC(C)C2)c(=O)c2cc(S(=O)(=O)N3CCCC3)ccc21 (stereo not given)	-11%	4	-8%	0	-4%	-2%	1%	3%	15%
CC(=O)c1ccc(OCCCC(=O)Nc2cc(Cl)ccc2-n2cncn2)cc1	-1%	1	·	-18	-2%	0%	·	-4%	-3%
CCC(=O)Nc1nnc(SCC(=O)NC2CCCC2)s1	12%	-5	8%	4	0%	7%	9%	-5%	10%
Cc1ccccc1NC(=O)C(NC1CCCCC1)C(C)C (stereo not given)	-7%	-12	0%	-4	5%	-16%	5%	-4%	-1%
Fc1ccccc1NC(=S)N1CCN(c2ccccn2)CC1	-3%	0	21µM*	2	?	12%	-9%	10%	11%
CCOC(=O)CSC1=C(C#N)C(c2sccc2C)C(C(C)=O)=C(C)N1 (stereo not given)	24%	8	0%	-10	-3%	-2%	-2%	12%	-3%
CCOc1cc(C2Nc3ccccc3NC3=C2C(=O)CC(C)(C)C3)ccc1O (stereo not given)	28%	0	-3%	1	18%	6%	0%	-5%	0%
Cc1ccc(-c2cc(C(F)(F)F)n3nc(C(=O)NCCCn4ccnc4)cc3n2)cc1C	2%	-10	-17%	16	15µM*	?	2%	?	0%
Cc1cccc(Cn2cc(S(=O)(=O)c3ccc(Cl)cc3)c(=O)c3cc4c(cc32)OCO4)c1	28%	·	-13%	-7	·	·	1%	·	·
CCOc1ccc(CCNC(=O)C2CC(=O)N(c3ccccc3OCC)C2)cc1OCC (stereo not given)	-2%	4	4%	-3	1%	13%	19%	-536%[inhibitor]	0%
C=CCNC(=S)NC(CC(=O)OC)c1ccc2c(c1)OCO2 (stereo not given)	3%	-4	?	1	-1%	1%	21%	-2%	0%
O=C(NCC(=O)N(c1ccccc1F)C(C(=O)NC1CCCC1)c1ccco1)c1ccco1 (stereo not given)	-3%	-22	8%	2	2%	2%	1%	-6%	0%
Cc1ccc2cc(CN(Cc3cccs3)Cc3nnnn3CC3CCCO3)c(=O)[nH]c2c1 (stereo not given)	-37%	?	8%	5	1%	-30%	14%	10%	-22%
CC1(C(=O)NS(=O)(=O)c2ccccc2Cl)CCN1C(=O)C1(c2ccccc2)CC1 (stereo not given)	-5%	-12	5%	1	·	12%	0%	·	22%
O=C(CCc1nnc(-c2ccccc2)o1)NC1CCCCC1	0%	7	-9%	-4	7%	-1%	-5%	-5%	0%
Cc1ccc(N(CC(=O)NCc2ccccn2)S(=O)(=O)c2ccccc2)cc1Cl	7%	0	-27%	-2	-4%	2%	-4%	12%	0%
CCOc1ccc(CNC(=O)CCc2c(C)nn(-c3ccc(N4CCOCC4)nn3)c2C)cc1	1%	·	25%	3	·	·	5%	·	·
COc1ccc(S(=O)(=O)NC(=O)C2(C)CCN2C(=O)Cc2cccc3ccccc23)cc1 (stereo not given)	-14%	24	3%	6	·	16%	0%	·	11%
Cc1ccc(Cl)c(OCC(=O)Nc2sc(C)c(C)c2C#N)c1	1%[1.53 µM]	0	-3%	-12	3%	-6%	?	0%	0%
COc1ccc(N(C)S(=O)(=O)c2cccc(C(=O)OC(C(=O)Nc3cc(C)cc(C)c3)c3ccccc3)c2)cc1 (stereo not given)	4%	-8	?	-4	?	-10%	3%	19%	-5%
COC(=O)[C@@H](NC(=O)N1CCC(Cc2ccccc2)CC1)C(C)C	1%	-6	15%	5	10%	-17%	2%	2%	-17%
CCOC(=O)C1=CCN(S(=O)(=O)c2ccc(F)cc2)C1c1ccccc1 (stereo not given)	1%	45	-1%	5	·	6%	0%	·	2%
CC(=O)c1cccc(NC(=O)c2ccoc2C)c1	2%	43	-19%	2	-8%	25%	8%	?	0%
O=C(CNS(=O)(=O)c1ccccc1)Nc1ccc2c(c1)OCO2	-10%	-13	14%	11	-2%	12%	16%	-6%	20%
O=C(NCc1ccco1)c1sc2cc(F)ccc2c1Cl	-7%	-13	9%	-7	-1%	6%	-7%	4%	0%
CCc1ccc(NC(=O)c2cc(-c3cccs3)on2)cc1	5%&-5%	-16	?	-10&-6	1%	-1%	7%	-2%	-1%
CCOC(=O)c1nn(-c2ccc([N+](=O)[O-])cc2)cc1O	-4%	-15	-6%	-12	1%	0%	2%	-40%[inhibitor]	-5%
CCCc1nc(SCC(=O)N2CCOCC2)c2c(C)c(C)sc2n1	0%	-8	9.2µM*	2	?	0%	6%	3%	-5%
COc1ccc2c(c1)CCc1c(C(=O)Nc3c(C)nn(Cc4ccccc4Cl)c3C)noc1-2	-11%	·	0%	-8	·	·	-10%	·	·
N#Cc1ccccc1NC(=O)C1CC(=O)N(c2ccc3c4c(cccc24)CC3)C1 (stereo not given)	16%	-14	?	7	-14%	-6%	14%	1%	20%
Cc1ccc(Cl)cc1Nc1nc2ccccc2n2c(C)nnc12	0%	·	?	-5	·	·	3%	·	·
Fc1ccccc1/C=N/n1cnnc1	21%	9	0%	14	-5%	-8%	6%	3%	11%
O=C(NC1CCCc2ccccc21)c1cccc(F)c1 (stereo not given)	6%	10	-3%	11	-3%	-1%	3%	-1%[1.84 µM]	-27%
Cc1ccccc1CNC(=O)C1CCN(c2nnc(N3CCCC3=O)s2)CC1	2%	-5	10%	0	3%	-1%	13%	-2%	-1%
Cc1noc(C)c1N=Nc1ccc(Br)cc1C(=O)O	2%	0	?	5	-2%	14%	12%	8%	25%
O=C(NCCN1CCOCC1)N1CCOCC1	16%	1	0%	-2	5%	0%	3%	4%	-1%
COc1cccc(NC(=O)CC(=O)Nc2ccc3nc4n(c(=O)c3c2)CCCCC4)c1	6%	·	0%	-3	·	·	-4%	·	·
Cn1c(=O)n(C)c2cc(NC(=O)CSc3nc4ccccc4c(=O)[nH]3)ccc21	-14%	54	-1%	2	?	-20%	-12%	0%	-20%
Cc1ccc(-c2ccc(C3C(C#N)=C(N)Oc4n[nH]c(C)c43)o2)cc1 (stereo not given)	-17%	2	26µM*	0	23µM*	-15%	-9%	?	-20%
CCn1ncc(/C=C2/SC(=S)NC2=O)c1C	?	2	18%	8	-1%	8%	3%	-6%	-2%
CCCNC(=O)c1ccccc1NC(=O)c1ccccc1N(C)S(C)(=O)=O	-4%	-2	-5%	8	-3%	9%	-1%	-6%	5%
CCOc1cccc(C(=O)Nc2cccc(C(=O)NCC(C)C)c2)c1	14%[1.53 µM]	-4	?	4	6%	4%	22%	5%	-3%
CCCCNC(=O)c1cc(C)nn1-c1ccccc1	-3%	-7	-10%	-1	2%	-1%	16%	-7%	0%
Cn1ccnc1SCC(=O)c1c(N)n(C)c(=O)n(C)c1=O	-2%	8	-1%	6	-18%	-2%	9%	-4%	11%
Cc1cc(C)cc(C(=O)NC(CC(N)=O)c2ccc(NC3CCCCCCCCCCC3)c([N+](=O)[O-])c2)c1 (stereo not given)	-11%	4	0%	3	-2%	0%	9%	-4%	0%
Cc1ccc(OCc2nc(C#N)c(N3CCN(Cc4ccccc4)CC3)o2)cc1	-9%	-29	-5%	-1	2%	-27%	5%	-23%	2%
O=C(COc1ccc2ccccc2c1)Nc1nccs1	1%[0.307 µM]	-2	?	-8	12%	0%	2%	5%	-1%
Cn1c(=O)n(C)c(=O)n(CC(=O)N2CCCCC2)c1=O	4%	2	?	-3	-5%	-2%	0%	-7%	-2%
c1ccc(-n2ncc(-c3nn[nH]n3)n2)cc1	3%	18	-2%	1	1%	8%	20%	-3%	10%
COc1ccc(CNC(=O)CCCC2=NS(=O)(=O)c3ccccc3N2)cc1	9%	14	10%	-1	1%	19%	-15%	-1%	0%
O=C(N[C@@H](Cc1ccccc1)C(=O)N1CCN(S(=O)(=O)c2ccccc2F)CC1)c1ccco1	3%	6	-17%	-6	1%	12%	6%	1%	10%
Cc1cccc(N2CC(C(=O)Nc3nnc(SCCN4CCOCC4)s3)CC2=O)c1 (stereo not given)	18%	22	-2%	3	14%	0%	23%	-3%	0%
CCOc1ccccc1N1C(=O)c2cccnc2C1=O	3%	0	-14%	-4	0%	-3%	-9%	-1%	1%
NC(=O)C1CCN(c2nc(-c3cccs3)cs2)CC1	·	·	3%	·	?	·	2%	-12%	·
CCOC(=O)c1sc(N2C(=O)c3oc4cc(C)c(C)cc4c(=O)c3C2c2ccc(C)cc2)nc1C (stereo not given)	0%	·	15%	-11	·	·	-2%	·	·
C=CCSc1nc(C)c2cc(C)cc(C)c2n1	2%	33	9%	-1	2%	-4%	6%	-1%	-1%
O=C(CCS(=O)(=O)c1ccccc1)Nc1ccccn1	4%	18	11%	2	-36%[inhibitor]	0%	-1%	-50%	7%
O=C(c1ccoc1)N1CCN(c2cc(-c3ccco3)nc3cc(-c4ccccc4)nn23)CC1	?	-1	?	6	·	?	?	·	?

Compound profiles, as listed above:
Shown for `CCCCNC(=O)c1cc(C)nn1-c1ccccc1` → GLP1R cytotox = -3%; IL-1B inflam inh = -7; KB-V1 cytotox = -10%; D3 ag = -1; MCF10A rereplic = 2%; HT1080 IDH1KD tx = -1%; KB-3-1 tox = 16%; SW480 rereplic = -7%; HT1080-NT tox = 0%
Shown for `NC(=O)C1CCN(c2nc(-c3cccs3)cs2)CC1` → GLP1R cytotox = ·; IL-1B inflam inh = ·; KB-V1 cytotox = 3%; D3 ag = ·; MCF10A rereplic = ?; HT1080 IDH1KD tx = ·; KB-3-1 tox = 2%; SW480 rereplic = -12%; HT1080-NT tox = ·
